# High-throughput results deposited in PubChem BioAssay by National Center for Advancing Translational Sciences (NCATS).
# Abeta yeast res – A-beta toxicity reversal in yeast. Potency, µM (series often up to 46.1 µM), for the others: at the top dose growth rescue, actives largely listed as activators. AID 1347071. 410,000 tested, 0.063% active. yeast expressing A-beta42, growth rescue, OD600, 48 h; response scale: 0% DMSO, 100% iron-clioquinol control; note: potency is the fitted concentration of half-maximal effect; nearly all actives have a fitted effect of over 55% in size
#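 Yeast A-beta toxicity model in growth medium with pinned compounds, 48 h at 30 C; growth read as absorbance at 600 nm. Normalized to FeCl3/clioquinol equimolar mix (positive) and DMSO (negative).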
# PTHR1 ag – PTHR1 (human) receptor agonism. Potency, µM (titrated, usually from 115 µM), without a hit: top-dose activation, actives largely listed as activators. 410,000 tested, 0.075% active. Q03431. HEK293 GP2 PTHR1 cells, GloSensor cAMP luminescence, 1 h; note: potency is the fitted concentration of half-maximal effect; nearly all actives have a fitted effect of over 55% in size; some results filed as inactive show a strong effect at the top dose; inactives centre near -15; many of its hits are not listed in these tables
#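 HEK-293-derived GP2 cells expressing PTHR1 and a GloSensor cAMP reporter, 3,000/well, plated overnight, given luciferin plus IBMX (each 0.5 mM as added) for 1 h at 37 °C, then compound for 1 h at 37 °C. Luminescence was read after 15 min at room temperature.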
# GLP1R ag – agonists of human GLP-1 receptor; 380,000 tested, 0.007% active; Potency, µM (highest dose often 45.6 µM), without a hit: at the highest dose activation, actives largely listed as activators; HEK293 GLP-1R CRE-luciferase, luminescence, 4-6 h; cells express a hypersensitive GLP-1R form; P43220; AID 624172; note: potency is the fitted concentration of half-maximal effect; % of control where 0% means no effect
# Target sequence (P43220 whole entry, looked up): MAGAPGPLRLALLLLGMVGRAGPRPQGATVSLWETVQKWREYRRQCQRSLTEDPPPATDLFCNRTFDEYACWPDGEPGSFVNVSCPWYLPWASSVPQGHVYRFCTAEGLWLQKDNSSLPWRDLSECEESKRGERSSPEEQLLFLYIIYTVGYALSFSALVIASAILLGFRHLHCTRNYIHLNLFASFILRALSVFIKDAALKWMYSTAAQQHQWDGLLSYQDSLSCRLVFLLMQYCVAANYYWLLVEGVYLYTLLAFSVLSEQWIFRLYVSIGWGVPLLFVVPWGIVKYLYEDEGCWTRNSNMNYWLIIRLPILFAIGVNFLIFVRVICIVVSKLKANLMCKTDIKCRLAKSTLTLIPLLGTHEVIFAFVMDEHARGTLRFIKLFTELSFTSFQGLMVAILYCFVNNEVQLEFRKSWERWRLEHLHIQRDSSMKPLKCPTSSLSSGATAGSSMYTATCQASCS
# GLP1R inv ag – GLP-1 receptor (human) inverse agonism. P43220. HEK293 GLP-1R CRE-luciferase, luminescence, 24 h; GLP-1R form is constitutively active. Potency, µM (highest dose often 38.3 µM), for inactives: at the highest dose activity change, negative = inhibition, most hits filed as inhibitors. 410,000 tested, 1.6% active. AID 624417; note: potency is the fitted concentration of half-maximal effect; % is set by controls: 0 for no effect and ±100 for the full control effect; nearly all actives have a fitted effect of over 55% in size
#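 Inverse agonists were sought by their lowering of basal cAMP reporter luciferase output in HEK293 cells stably carrying constitutively active human GLP-1R, after 24 h compound treatment.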
# FUS yeast rescue – rescues growth of FUS-expressing yeast; 390,000 tested, 0.24% active; S. cerevisiae FUS-expressing, growth rescue, OD600, 24 h; Potency, µM (top dose mostly 76.6 µM), for inactives: at the highest dose growth rescue (activation), hits mostly activators;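 note: potency is the fitted concentration of half-maximal effect; plate controls were DMSO vehicle for no effect and reference control for full effect; nearly all actives have a fitted effect of over 55% in size; some results filed as inactive show a strong effect at the top dose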
#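 Absorbance at 600 nm, taken 24hr after compound addition, measured rescue of FUS-yeast growth at 30C. Induction used 2% galactose with seeding at OD 0.005. Controls: CP55940 from 92uM final, DMSO only.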
# D3 antag – blocks the human D3 dopamine receptor; P35462; 360,000 tested, 2.5% active; D3R cells, DiscoveRx beta-arrestin luminescence, antagonist mode; active compounds read low; AID 652054; max response, negative = inhibition, %; in the data active = max response below about -50%; inconclusive = no clear call, values can overlap the other calls; note: % is set by controls: 0 for no effect and ±100 for the full control effect; mostly tested at two doses, the higher about 12 µM
# Target sequence (P35462 whole entry, looked up): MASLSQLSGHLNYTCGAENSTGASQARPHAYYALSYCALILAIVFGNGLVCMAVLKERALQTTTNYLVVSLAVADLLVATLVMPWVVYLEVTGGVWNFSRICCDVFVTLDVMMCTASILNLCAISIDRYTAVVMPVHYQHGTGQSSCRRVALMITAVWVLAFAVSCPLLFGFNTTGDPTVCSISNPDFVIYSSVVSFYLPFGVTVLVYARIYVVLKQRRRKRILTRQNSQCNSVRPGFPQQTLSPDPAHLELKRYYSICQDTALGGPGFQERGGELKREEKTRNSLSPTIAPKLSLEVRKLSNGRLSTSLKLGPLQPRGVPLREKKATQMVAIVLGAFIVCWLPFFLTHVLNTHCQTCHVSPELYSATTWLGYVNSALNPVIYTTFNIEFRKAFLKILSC
#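 Cells plated overnight at 1500 cells/well, then exposed to library compounds with dopamine controls for 90 minutes at 37 degrees C. DiscoveRx reagent added for 30–60 minutes at room temperature; luminescence read, quantitative HTS format.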
# TDP-43 yeast inh – inhibitors of TDP-43 toxicity in yeast | TDP-43 expressing yeast growth rescue, BacTiter-Glo, 24 h | Potency, µM (top dose mostly 46.1 µM), inactives show at the highest dose growth rescue (activation), usual class: activators | 410,000 tested, 1.8% active | AID 652104; note: potency is the fitted concentration of half-maximal effect; % of control where 0% means no effect; nearly all actives have a fitted effect of over 50% in size
#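 Readout is BacTiter-Glo luminescence of cell growth, so inhibitors register as activators. TDP-43-expressing yeast at OD600=0.02 in galactose medium, after raffinose pregrowth to mid-log, were incubated with compound for 24 hr at 30 deg C.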
# Akt phos inh – inhibitors of Akt phosphorylation | AID 651550 | activity change, % for hits at 50 µM | Neuro2A IGF-stimulated pAkt S473 HTRF, 20 min; active compounds read low | 360,000 tested, 0.32% active; in the data active = activity change below about -80%; inconclusive = mostly about -51% to -80%; note: % is set by controls: 0 for no effect and ±100 for the full control effect
#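 Single-point screen (50 µM final compound) in Neuro2A cells stimulated 20 min with 6 nM IGF at 37 deg C. After lysis, Ser473-phosphorylated Akt read by HTRF (ex 330 nm, em 615/665 nm) as the 665/615 ratio.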
# aSyn rescue – alpha-synuclein toxicity inhibition in yeast; AID 652106; Yeast expressing alpha-synuclein, growth rescue, BacTiter-Glo, 24 h; Potency, µM (series often up to 46.1 µM), inactives show at the top dose growth rescue (activation), hits mostly activators; 370,000 tested, 0.14% active; note: potency is the fitted concentration of half-maximal effect; % of control where 0% means no effect; nearly all actives have a fitted effect of over 65% in size
#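 Screening used galactose-induced yeast with toxic alpha-synuclein levels, exposed to compound for 24 hr at 30 deg C. Cell growth, read with BacTiter-Glo luminescence, gave the measured signal.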
# Numbers without * were called inactive; i = inactive; ? = inconclusive; . = not tested or not shown; [ ] = another dose, or the depositor's remark. Unless noted, calls come from the whole dose curve; as a rule, active = well fitted curve in the direction sought with a large enough effect; inconclusive = small, poorly fitted or top-dose-only effect, or another doubt; inactive = no such curve, though single readings can be large; an effect the other way counts as inactive or inconclusive. Some of the compounds tested, so the mix of outcomes need not match the whole.
SMILES,Abeta yeast res,PTHR1 ag,GLP1R ag,GLP1R inv ag,FUS yeast rescue,D3 antag,TDP-43 yeast inh,Akt phos inh,aSyn rescue
CC(C)(C)OC(=O)C[C@H]1C/C=C\C[C@@H](CC(=O)NCCO)C(=O)N[C@H](Cc2ccccc2)COC1=O,8%,i,0%,-2%,15%,30,22%,i,1%
ClC(Cl)(Cl)c1nc2ccccc2n2nncc12,-14%,i,31%,?,-11%,-28,-3%,i,-21%
Oc1ccc(N2CCN(c3ccnc4cc(Cl)ccc34)CC2)cc1,6%,-18%,11%,?,26%,-24,-19%,i,-7%
CC(C)(C)C(=O)Nc1ccc(C(=O)OC2CCCCC2)cc1,-27%,-40%[inhibitor],9%,0%,15%,-5,-12%,i,5%
O=C(COC(=O)c1ccc(CNS(=O)(=O)c2ccc(F)c(Cl)c2)cc1)NC1CCCCCCC1,26%,i,-2%,-5%,-2%,7,6%,i,2%
Cc1cc(C(=O)N/N=C\c2ccc(COc3ccc([N+](=O)[O-])cc3)o2)ccc1[N+](=O)[O-],9%,-19%[57.5 µM],-7%,5%,7%,-4,0%,i,-2%
O=C(COC(=O)c1ccc(F)c(S(=O)(=O)N2CCOCC2)c1)Nc1ccc2[nH]c(=O)[nH]c2c1,-12%,-22%,-4%,8%,36%,22,10%,i,-6%
COc1ccc(C(=O)CN2CCN(CCN3C(=O)c4cccc5cccc(c45)C3=O)CC2)cc1,19%,-39%[inhibitor],-1%,?,16%,-6,10%,i,7%
COc1ccc(-c2cn3c(C)c(C(=O)N4CCN(c5ccccc5F)CC4)sc3n2)cc1,-1%,-1%,-4%,?,?,-3,0%,i,1%
O=S(=O)(c1ccc(F)cc1)c1nc(-c2ccccc2F)oc1N1CCCCC1,-9%,i,6%,?,33%,-13,-32%[inhibitor],i,-7%
COc1ccc(CC(=O)N(C)CC(=O)Nc2ccccc2Cl)cc1S(=O)(=O)N1CCOCC1,-24%,i,-4%,4%,3%,-22,-11%,i,-4%
Cc1nc(NS(=O)(=O)c2ccccc2)sc1C(C)(C)C,-9%,i,10%,-4%,.,?,-14%,i,-4%
CCc1ccccc1NC(=O)c1cc(S(=O)(=O)N2CCCC2)cn1C,1%,-36%,.,5%,-18%,.,16%,.,.
CC(=O)c1cccc(NC(=O)C2CCN(C(=O)c3cnn(-c4ccccc4)c3-n3cccc3)CC2)c1,1%,-26%,.,16%,?,.,12%,.,.
O=C1CCCCC1C(Nc1ccc(Cl)cc1)c1ccccc1 (stereo unspecified),8%,-16%[57.5 µM],-6%,?,-2%,16,?,i,-2%
CC(=O)Oc1ccc(/C=C2/Oc3ccccc3C2=O)cc1,3%,-28%,22%,10%,3%,-18,?,i,10%
O=S1(=O)CC(N2CCCCC2)C(N2CCCCC2)C1 (stereo unspecified),30%,i,-8%,7%,-7%,12,6%,i,2%
O=C(CSc1cn(CC(=O)N2CCCCC2)c2ccccc12)NCc1ccccc1,-7%,i,.,-28%,22%,.,16%,.,.
CCOc1ccccc1N/C(=C(/C(Cl)=C(Cl)Cl)[N+](=O)[O-])n1cncn1,0%,-51%[inhibitor],-2%,4%,.,?,-5%,i,-5%
Cc1nnc(NCCc2ccccc2)n(N)c1=O,-6%,-19%,4%,3%,-26%,27,7%,i,1%
CCOC(=O)N1CCC(N2CCCC(C(=O)c3cc(F)ccc3OC)C2)CC1 (stereo unspecified),-8%,?,0%,?,5%,-68*,-27%[0.397 µM],i,-1%
O=C(COC(=O)c1cc(S(=O)(=O)N2CCOCC2)ccc1F)NCc1ccc2c(c1)OCO2,12%,i,8%,-9%,11%,12,-14%,i,7%
CN(C)C1CN(Cc2cn(Cc3ccc(F)cc3)nn2)S(=O)(=O)C1 (stereo unspecified),-11%,i,3%,2%,-23%,6,16%,i,-6%
COC(=O)C(NC(=O)CSc1nc(N)cc(=O)[nH]1)c1ccccc1 (stereo unspecified),0%,i,-2%,7%,-14%,3,-4%,i,-4%
NS(=O)(=O)c1ccc(N/N=C/c2ccccc2Br)cc1,-17%,-19%,6%,-27%,-8%,-13,8%,i,2%
COC(=O)C1=C[C@@H](C(=O)OC)[C@@H]2C3=C(C(=O)[C@@]2(C)NC(=O)c2ccccc2)[C@H](c2ccccc2)[C@@H]2C(=O)NC(=O)[C@@H]2[C@@H]3C1,-5%,-8%,-7%,18%,8%,-6,5%,i,-1%
CC[C@@H](CC1CCCCC1)C(=O)N(Cc1ccccc1)c1ccccc1,11%,-29%,0%,?,-2%,-20,5%,i,2%
Cc1ccc2oc(-c3ccccc3)c(C(=O)O)c(=O)c2c1,-62%[inhibitor],i,-1%,?,42%,-53*,9%,i,?
C[C@H](NC(=O)C1(c2ccccc2)CCN(C(=O)OC(C)(C)C)CC1)C(=O)N[C@@H](C(=O)O)c1ccccc1,2%,i,0%,32%[activator],13%,-20,0%,i,0%
OCCC1CN(CCCc2ccccc2)CCN1Cc1ccc(F)cc1 (stereo unspecified),2%,-15%,-3%,?,12%,-56*,1%,i,-7%
CC(C)NC(=O)CSc1nc2ccccc2n1-c1ccccc1,-14%,-1%[57.5 µM],24%,?,28%,-21,3%,i,2%
CC(=O)N1CCOc2ccc(S(=O)(=O)NC[C@H]3O[C@@H](n4ccc(N)nc4=O)[C@H](O)[C@@H]3O)cc21,-9%,-14%,-6%,5%,-5%,-17,14%,i,-1%
O=C(NC1CCCCC1)c1cccnc1Sc1ccccc1,-13%,i,14%,59%[activator],-13%,1,-11%,i,4%
COc1ccc(N2CCN(C(=O)CN(C)S(=O)(=O)c3ccc4c(c3)c(=O)n(C)c(=O)n4C)CC2)cc1,3%,-9%,8%,2%,23%,1,5%,i,-3%
Cc1ccc(-c2csc(NC(=O)C[n+]3cc(-c4ccc(C)cc4)n4c3CCC4)n2)cc1,-64%[inhibitor],i,-6%,?,17%,2,-13%,i,-44%[inhibitor]
c1ccc2c(c1)C(=NC1CCCCC1)NC2=NC1CCCCC1,-9%,-17%[57.5 µM],2%,-5%,37%,6,-5%,i,2%
COc1cc2c(cc1NC(=O)c1cccc(S(=O)(=O)N(C)C)c1)oc1ccccc12,-11%,-2%,7%,?,.,11,17%,i,2%
Cc1ccc(C)c(N2CCN(CCCNc3ncnc4onc(-c5ccc(Cl)cc5)c34)CC2)c1,0%,-24%,17%,-7%,-8%,.,12%,.,-1%
CCCOc1ccc(-c2nn(-c3ccccc3)cc2/C=C2\SC(=S)N(C3CCS(=O)(=O)C3)C2=O)cc1 (stereo unspecified),9%,-5%,3%,2%,4%,-4,0%,i,-1%
CCOc1ccccc1N1CCN(C(=O)c2cccs2)CC1,4%,i,3%,-22%,11%,1,29%,i,5%
CNS(=O)(=O)c1cccc(C(=O)OCC(=O)NCc2ccccc2)c1,-8%,15%[57.5 µM],-9%,?,18%,15,-10%,i,0%
O=C(CCNc1ccc(Cl)c(C(F)(F)F)c1)c1ccco1,-20%,-3%[57.5 µM],0%,?,-5%,4,?,i,-14%
CCCN(CC(=O)Nc1ccccc1OC)C(=O)c1ccc(=O)[nH]c1,-10%,-9%,1%,9%,8%,5,-16%,i,-9%
COc1ccc(OC)c(NC(=O)CCc2nnc3ccc(NCc4ccco4)nn23)c1,-7%,-4%,-5%,3%,3%,11,1%,i,-3%
O=S(=O)(Nc1ccc(OC(F)(F)F)cc1)c1ccc(N2CCCCS2(=O)=O)cc1,-11%,-32%[inhibitor],.,?,5%,.,20%[9.22 µM],.,.
COc1ccc(NC(=O)C2(C)Cc3c(-c4ccc(NC(C)=O)cc4)ccnc3O2)cn1 (stereo unspecified),-19%,-23%,-5%,-8%,5%,0,-1%,i,-20%
COC(=O)c1[nH]c2ccc(C)cc2c1NC(=O)CN1CCN(c2ccccc2)CC1,4%,i,0%,10µM*,9%,67,20%,i,-1%
O=C(COC(=O)COc1ccccc1)Nc1ccc(Cl)cn1,2%,-3%,-6%,14%,-10%,0,6%,i,-3%
COc1ccc(-c2cc(C(=O)Nc3cc(C)ccc3O)no2)cc1OC,2%,i,.,24%,-16%,.,0%,.,.
CC(=NNc1nc2ccccc2s1)c1ccncn1,-77%[inhibitor],i,-4%,-74%,.,-57*,-90%[inhibitor],i,-7%
Cc1ccc(-c2c3c(=O)n(C)c(=O)n(C)c3c3c(-c4cccc(C)c4)nc4ccccc4n23)cc1,-5%,i,.,7%,-4%,.,?,.,.
COc1ccccc1CN1C[C@@H]2C[C@@H](c3[nH]c4ccc(C)cc4c3C)N3CCC[C@@]23C1=O,9%,i,9%,?,44%,5,-13%[0.397 µM],i,1%
Cc1ccc(NC(=O)c2cc([N+](=O)[O-])ccc2NCc2cccnc2)cc1Cl,-5%,i,9%,?,42%,-15,-4%,i,-11%
COc1ccc2[nH]cc(C(=O)CN3CCN(C4CCCCC4)CC3)c2c1,-2%,i,-1%,?,18%,-21,0%,i,7%
CN(C)c1ccc(/C=N/NC(=O)c2ccnn2C)cc1,10%,-36%[inhibitor],-7%,-10%,-22%,3,1%,i,6%
O=C(O)C1Oc2cc3ccccc3cc2O1,4%,i,-5%,9%,-22%,16,7%,i,5%
N#CCN1CCCC(C(N)=O)C1 (stereo unspecified),-18%,i,-2%,18%,4%,8,4%,i,0%

# Three compounds from above, ordered by the number in PTHR1 ag, smallest number first:
smiles,PTHR1 ag
CC(=O)Oc1ccc(/C=C2/Oc3ccccc3C2=O)cc1,-28%
NS(=O)(=O)c1ccc(N/N=C/c2ccccc2Br)cc1,-19%
COc1ccc(OC)c(NC(=O)CCc2nnc3ccc(NCc4ccco4)nn23)c1,-4%
